# Screens: PubChem, several laboratories
# GSK3A inh: inhibitors of human GSK-3 alpha kinase; inhibition, % at 10 µM; P49840; ADP-Glo luminescence, 60 min; 0.1% of 320,000 active;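 in the data active = inhibition above about 50%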;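 note: GST-tagged GSK-3 alpha with peptide substrate and 25 µM ATP; 0% = DMSO neutral wells and 100% = GW8510 positive control wells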
# Target sequence (P49840 whole entry, looked up): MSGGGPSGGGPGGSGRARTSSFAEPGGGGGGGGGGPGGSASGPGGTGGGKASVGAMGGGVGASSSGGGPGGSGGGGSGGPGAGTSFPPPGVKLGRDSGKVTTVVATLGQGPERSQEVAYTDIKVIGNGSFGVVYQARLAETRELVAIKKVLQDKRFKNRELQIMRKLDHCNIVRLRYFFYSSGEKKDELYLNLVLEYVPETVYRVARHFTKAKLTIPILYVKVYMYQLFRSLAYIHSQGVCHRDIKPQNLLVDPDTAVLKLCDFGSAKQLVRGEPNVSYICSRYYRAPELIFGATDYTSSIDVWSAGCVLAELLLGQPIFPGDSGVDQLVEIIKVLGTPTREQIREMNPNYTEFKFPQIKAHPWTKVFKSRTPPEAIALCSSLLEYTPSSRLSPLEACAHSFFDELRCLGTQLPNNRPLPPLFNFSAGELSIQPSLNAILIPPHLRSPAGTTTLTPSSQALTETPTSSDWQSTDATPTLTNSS
# HSP90 inh: blocks HSP90-mediated luciferase refolding in reticulocyte lysate. Rabbit reticulocyte lysate, luciferase refolding luminescence, 3 h. inhibition, % at 5.6 µM. 0.91% of 290,000 active. AID 1789;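 active = inhibition above the screen-wide mean plus 3 SD, computed separately per campaign, cut at about 16% in these data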;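 note: 0% = DMSO wells and 100% = 60 µM geldanamycin wells; inhibitors lower the luminescence because luciferase stays unfolded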
# HSF1 inhib: HSF1 inhibition; activity change, negative = inhibition, % at 7.5 µM (by protocol); NIH3T3-HGL HSE-luciferase, MG132-induced, luminescence 8 h; active compounds read low; 0.77% of 300,000 active; AID 2098;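 active = more than half of replicate wells show activity change below -50%, luminescence cut by over half; inconclusive = some wells, but at most half, below -50%; inactive = no replicate well below -50%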;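 note: luciferase reports HSF-1 transcriptional activity via heat shock element; 0% = median of DMSO wells and -100% = zero luminescence signal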
# Platelet DG rel: platelet dense granule release activity; 0.22% of 300,000 active; AID 1663; inhibition, %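 (compounds screened at 7.5 µM in platelet-rich plasma)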; human platelet-rich plasma, SFLLRN dense granule ATP release, luminescence;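 active = mean replicate score, as percent of positive control, at or above 50; inconclusive = mean below 50 but at least one replicate at or above 50; inactive = mean and every replicate below 50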
# aSyn 5UTR inh: 5' untranslated region of α-synuclein, MLPCN primary screen | AID 1813 | alpha-synuclein 5'UTR reporter, inhibitor activity | 0.82% of 300,000 active | inhibition, % (tested at 7.5 µM); in the data active = inhibition above about 60%; inconclusive = no clear call, values can overlap the other calls;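 note: H4 neuroglioblastoma cells stably carrying SNCA 5'UTR luciferase fusion; 0% = DMSO wells and 100% = positive control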
# KLF5 inhibitor: inhibitors of KLF5 expression; 0.23% of 290,000 active; AID 1700; inhibition, % at 5 µM; DLD-1 KLF5 promoter-luciferase reporter, luminescence;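 active = inhibition above a per-plate limit of that plate's mean compound inhibition plus 3 SD, cut at about 60% in these data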;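 note: 0% = DMSO wells and 100% = LY294002 at 200 µM; higher means less KLF5 promoter-driven luciferase light; inactives centre near -14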
# GSK3B inh: inhibitors of human GSK3beta kinase | GST-GSK3beta kinase, ADP-Glo luminescence, 60 min; active compounds read low | AID 2097 | 0.038% of 300,000 active | P49841 | activity score (negative = inhibition), % at 10 µM;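 active = more than half of replicate wells score below -50%, meaning over 50% inhibition versus plate controls; inconclusive = some replicates but at most half score below -50%; inactive = no replicate scores below -50%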;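 note: 0% = median DMSO wells and -100% = median GW8510 positive control wells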
# Target sequence (P49841 whole entry, looked up): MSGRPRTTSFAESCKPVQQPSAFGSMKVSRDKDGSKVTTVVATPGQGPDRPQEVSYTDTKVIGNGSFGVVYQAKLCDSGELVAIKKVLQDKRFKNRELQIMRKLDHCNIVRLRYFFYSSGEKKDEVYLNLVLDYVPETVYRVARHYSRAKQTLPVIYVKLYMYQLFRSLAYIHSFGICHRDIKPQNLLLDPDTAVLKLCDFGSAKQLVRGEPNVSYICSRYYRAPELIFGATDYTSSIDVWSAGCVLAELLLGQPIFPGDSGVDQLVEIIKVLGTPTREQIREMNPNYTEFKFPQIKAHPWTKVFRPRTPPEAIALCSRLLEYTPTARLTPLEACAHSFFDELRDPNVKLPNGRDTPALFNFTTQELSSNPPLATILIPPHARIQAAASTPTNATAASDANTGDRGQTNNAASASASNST
#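 Test system – GST-tagged human GSK3beta kinase, cell-free · Incubation – 60 min enzyme reaction, room temperature · Signal – ADP-Glo luminescence · Also added – peptide substrate and ATP at 25 µM · Controls – DMSO neutral wells and GW8510 at 20 µM as positive · Buffer or medium – Tris/MgCl2 kinase buffer · Measure – Luminescence-derived activity versus plate DMSO and GW8510 wells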
# DYRK1A inh: inhibitors of rat Dyrk1A kinase; Q63470; ADP-Glo luminescence, NFATc1 peptide; inhibition, % at 12.5 µM; 0.43% of 310,000 active; AID 504441; in the data active = inhibition above about 50%;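 note: plate controls were vehicle with enzyme for no effect and no enzyme for full effect; many of its hits are not listed in these tables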
# IEC-6 cytotox: IEC-6 cytotoxicity, counter-screen for KLF5 inhibitors; luminescence viability; inhibition, % at 5 µM; 0.78% of 290,000 active; in the data active = inhibition above about 22%;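 note: 0% = plate median of test compound wells and 100% = cytotoxic reference compound wells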
# HSF-1 act: increases HSF-1 driven luciferase reporter signal; 1.7% of 300,000 active; NIH3T3-HGL HSF-1 luciferase reporter, MG132, 8 h; 100% = twice DMSO control signal; activation, % at 9 µM; AID 504408;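 active = mean replicate activation of at least 50% with a set share of replicates each reaching 50%; inconclusive = only one of those two conditions met; inactive = mean below 50% and too few replicates reaching it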;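 note: 0% = median of the neutral control wells and 100% = twice that signal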
# Active calls of the source: *; ? = inconclusive; . = not tested or not shown. A portion of the library; count on the stated rates, not on these rows.
SMILES,GSK3A inh,HSP90 inh,HSF1 inhib,Platelet DG rel,aSyn 5UTR inh,KLF5 inhibitor,GSK3B inh,DYRK1A inh,IEC-6 cytotox,HSF-1 act
O=[N+]([O-])c1nn(-c2ccccc2)[n+]([O-])c1N1CCN(c2ccccc2)CC1,-1,4,1,3,11,5,1,7,5,13
Cc1cc(N2CCCCC2)ccc1[N+](=O)[O-],0,1,-4,-1,22,-30,-2,2,2,20
CCc1nnc(NC(=O)CSc2ccc(-c3ccc(C)cc3)nn2)s1,-1,-1,9,9,-70,-13,.,.,-5,13
Cc1c(C(N)=O)c(N)c(C(=O)c2ccccc2)n1-c1ccccc1,-2,-1,-6,1,28,-27,1,-2,-6,-18
Cc1ccc(CNC(=O)CCCc2cn(C)c3ccccc23)cc1,-2,-5,5,1,5,-30,2,-8,-4,-11
CC1(C)Cn2c(nnc2-c2cccc(O)c2)S1,2,1,-2,4,-9,-26,4,3,0,-12
CCOC(=O)C(=O)N(Nc1ccccc1C)c1ccccc1C,-3,3,3,0,-9,-1,-1,-3,5,-4
Cc1cc(NC(=O)c2cc(-c3ccc(C)c(C)c3)nc3ccccc23)no1,4,3,9,16,-32,17,3,14,10,23
O=C(Nc1ccc(F)cc1)N(Cc1ccco1)Cc1cc2cc3c(cc2[nH]c1=O)OCO3,-1,-4,7,0,10,-23,-1,-8,2,-6
Cc1ccc(S(=O)(=O)NNC(=O)C2Cc3c(ccc4ccccc34)O2)cc1 (stereo unspecified),-1,-2,-4,3,15,-18,5,0,-4,-5
Cc1csc(NC(=O)Cn2cnnn2)n1,4,0,-7,-8,3,-41,-2,9,-9,-18
NC(=O)CSc1nc(C23CC4CC(CC(C4)C2)C3)nc2ccccc12,2,-1,21,3,-44,3,-4,0,-9,14
O=C(c1cc(-c2ccccc2)nn1-c1ccccc1)N1CCN(S(=O)(=O)c2cccc(F)c2)CC1,-3,.,-5,1,11,.,-1,4,.,0
Cc1nc(C)c(C(=O)Nc2cccc(C)c2C)s1,0,-2,3,-5,-9,-42,1,-2,-3,7
CCCCCCn1c(N2CCN(c3cccc(Cl)c3)CC2)nc2c1c(=O)[nH]c(=O)n2C,-1,2,20,5,30,-11,-1,-1,2,8

# Entries of single compounds, looked up by structure. Values in the order: GSK3A inh | HSP90 inh | HSF1 inhib | Platelet DG rel | aSyn 5UTR inh | KLF5 inhibitor | GSK3B inh | DYRK1A inh | IEC-6 cytotox | HSF-1 act
# Record of O=C(c1cc(-c2ccccc2)nn1-c1ccccc1)N1CCN(S(=O)(=O)c2cccc(F)c2)CC1 → -3 | . | -5 | 1 | 11 | . | -1 | 4 | . | 0
# Record of CCc1nnc(NC(=O)CSc2ccc(-c3ccc(C)cc3)nn2)s1 → -1 | -1 | 9 | 9 | -70 | -13 | . | . | -5 | 13
# Record of NC(=O)CSc1nc(C23CC4CC(CC(C4)C2)C3)nc2ccccc12 → 2 | -1 | 21 | 3 | -44 | 3 | -4 | 0 | -9 | 14

# Additional records:
SMILES,GSK3A inh,HSP90 inh,HSF1 inhib,Platelet DG rel,aSyn 5UTR inh,KLF5 inhibitor,GSK3B inh,DYRK1A inh,IEC-6 cytotox,HSF-1 act
COc1ccccc1OCC(=O)NCC1CCCCC1,-2,3,7,8,8,-11,-3,2,-7,-1
Cc1ccc[n+](CC(=O)Nc2ccc([N+](=O)[O-])cc2Cl)c1,-1,-3,27,5,8,22,-4,-1,4,67*
CCCCn1c(N)c(N(CC(C)C)C(=O)c2cc(S(=O)(=O)N3CCCCC3)ccc2C)c(=O)[nH]c1=O,-1,.,-2,-3,3,.,8,3,.,8
O=C(COC(=O)c1cc(=O)c2ccccc2o1)Nc1ccc2ccccc2c1,3,-1,-2,35,-14,-3,4,8,7,0
Cc1ccc(C(=O)N/C(=C\c2cccc([N+](=O)[O-])c2)C(=O)NCc2ccncc2)cc1,-3,-1,-1,?,12,11,0,-4,4,3
CCN(CC)S(=O)(=O)c1ccc2[nH]c(=O)c3ccccc3c2c1,0,-6,-1,21,40,-20,1,.,12,-2
O=C(Nc1nc(-c2ccccn2)cs1)c1cc2ccccc2o1,-2,7,-7,5,-61,-36,0,12,18,-2
COc1ccc(F)cc1C(=O)C1CCCN(Cc2cn(C)c3ccccc23)C1 (stereo unspecified),-1,3,-5,-2,-10,-5,-3,-3,15,-8
Cc1ccc(Nc2ccc([N+](=O)[O-])nc2[N+](=O)[O-])cc1,-1,-3,1,8,14,-4,0,-5,-8,-14
O=C(c1ccccc1)N1CCN(C(=O)C23CC4CC(CC(C4)C2)C3)CC1,3,-3,-9,-6,24,7,0,5,4,-12
Cc1ccc(SCCNC(=O)c2ccccc2)cc1,0,2,1,0,-1,-30,2,2,0,-3
CC(=O)N1CCc2cc(S(=O)(=O)CCC(=O)Nc3cc(C)cc(C)c3)ccc21,-1,-2,-5,-1,0,-33,-1,5,-5,-12
COCC(C)n1c(SCc2ccc(C(=O)OC)cc2)nc2ccccc2c1=O (stereo unspecified),-2,2,-5,4,4,-4,-2,-4,-1,0
CCOc1ccc2c(c1)C(c1ccc(C)o1)=NNC(c1ccncc1)=N2,-2,3,-4,-15,5,-1,2,2,2,10
COC(=O)CNc1cc(S(=O)(=O)N2CCCCC2)ccc1Oc1ccc(C(=O)OC)cc1,-2,-2,-3,-2,1,-10,0,3,-9,-6
Cc1ccc(NS(=O)(=O)c2ccc(C3CCCCC3)cc2)cc1,0,5,4,0,8,-18,4,0,2,5
Cc1nn2c(-c3ccncc3)ccnc2c1Cl,-1,0,0,5,11,6,2,.,0,-11
Cc1ccnc(NC(=O)COc2ccc3oc4c(c3c2)CCCC4)c1,9,4,16,-5,-54,-21,2,3,4,20
CC1CCN(C(=O)C(NS(=O)(=O)c2cccc3nsnc23)C(C)C)CC1 (stereo unspecified),-1,-5,6,-1,13,-31,.,2,4,11
CCCC(=O)C1=C(O)C(C(=O)OC)C(C)(C)CC1=NC (stereo unspecified),0,3,-6,11,16,-19,0,-3,0,4
C=CCn1cnc2c(sc3nc(C)cc(C)c32)c1=O,-1,-1,6,13,-28,0,0,.,-1,13
O=C(c1ccc(S(=O)(=O)Cc2cc(F)ccc2F)c([N+](=O)[O-])c1)N1CCCC1,-3,-2,-8,-2,-25,-35,0,-3,-2,0
COc1ccccc1C(=O)N1CCN=C1SC,0,4,0,11,19,-28,0,-6,3,-4
Cc1sc(N(C(=O)CCc2ccccc2)c2ccc(C(=O)O)cc2)nc1-c1ccccc1,-1,-2,15,-2,-18,2,0,-6,-7,14
CSC(=Nc1ccccc1)Nc1ccccc1,-5,0,12,7,9,-32,3,1,2,24
O=C(Nc1ccc(C(F)(F)F)cc1)c1csc(-c2ccncc2)n1,-1,-2,-3,12,-35,0,3,39,4,3
CCN1C(=O)c2cccc3c(NC(=O)c4cccc(N5C(=O)CCC5=O)c4)ccc1c23,4,4,.,8,3,-3,0,19,7,.
Cc1cc(C)cc(N(C(C)C(=O)NCCC2=CCCCC2)S(C)(=O)=O)c1 (stereo unspecified),.,1,5,6,2,3,2,2,1,13
O=C(Nc1ccccc1)Nc1cc([N+](=O)[O-])ccc1F,.,-5,8,-6,-12,-9,-5,15,1,-8
COc1ccc(-n2c(Cc3cccn3C)nnc2SCC(=O)Nc2ccccc2C)cc1,.,-1,-3,2,12,-36,1,3,6,-3
COc1ccc(-c2nc(SCC(=O)NC3CCCC3)c(-c3ccc(OC)cc3)[nH]2)cc1,-1,3,0,-13,0,3,3,3,7,-6
CCN(CC)C(=O)CN(c1ccc(F)c(Cl)c1)S(C)(=O)=O,0,-1,12,6,7,-9,-1,3,-6,48
CCOc1ccc(-c2nnc3sc(COc4ccc(C)cc4)nn23)cc1,-3,3,0,-1,12,-26,1,6,-1,3
Cn1cccc1-c1cc(C(=O)N/N=C/c2ccc(Cl)cc2)[nH]n1,-1,19*,-5,0,15,-10,.,-3,-2,-3
COc1ccc(C)c2sc(=NC(=O)c3ccccc3)n(C)c12,0,-4,15,8,-266,-23,1,-1,1,10
O=C(Nc1nc(-c2ccc(F)cc2)cs1)c1cnccn1,3,1,4,0,-42,-20,-3,.,0,11
CC1(C)CC(=O)C(C=NCCO)=C(O)C1,-1,-1,-1,-1,39,15,4,-1,1,-3
CC12COC3(C(=O)Nc4ccc5ccccc5c4)CC1CCC32C (stereo unspecified),-3,-1,31,-5,-144,-90,1,3,-6,62*
COc1cc2c(cc1OC)CN(c1ccc(C(F)(F)F)cn1)CC2,0,0,66,-4,-157,-64,-2,0,3,102*
O=C1CCOc2cc(OCc3ccccc3)ccc21,0,6,28,15,-54,-123,2,1,-1,?
CC(C)[C@H](NC(=O)C1CCN(S(=O)(=O)c2ccccc2)CC1)C(=O)NCc1ccncc1,-2,-2,-1,-3,-14,-1,0,-3,3,-24
CN(C(=O)CN1C(=O)CCSc2ccc(S(=O)(=O)N3CCCC3)cc21)c1ccccc1,-1,4,7,8,-23,-29,0,3,-3,5
CCn1cc(/C=C(\NC(=O)c2ccccc2F)C(=O)N2CCCC2)c2ccccc21,-2,-7,6,-9,0,-8,1,7,-6,4
CCOC(=O)c1c(C)[nH]c(C(=O)OCC(=O)N2CC(C)OC(C)C2)c1C (stereo unspecified),-8,2,-1,8,2,-19,0,0,-1,9
CCC1CCCCN1C(=O)CCC(=O)Nc1nnc(C(F)(F)F)s1 (stereo unspecified),9,-3,5,0,-3,-22,0,2,1,-3
Cc1cc(OCC(=O)N2CCN(c3ccccc3)CC2)c2c(C)c(C)c(=O)oc2c1,-2,-1,-1,0,11,-23,3,5,4,4
Cc1ccc(C(=O)Nc2ccc(Nc3ccccc3)cc2)cc1C,1,.,10,-2,-62,.,-3,0,.,14
NS(=O)(=O)c1ccc(Cl)cc1[N+](=O)[O-],-1,3,-2,0,-29,-10,-3,-3,0,9
O=C(Nc1ccc(S(=O)(=O)N2CCCC2)cc1)C1COc2ccccc2O1 (stereo unspecified),-3,-2,-5,7,0,2,3,-5,-2,3
O=c1c(-c2nnc(SCc3ccc(Cl)cc3Cl)o2)cccn1Cc1ccccc1,-1,-1,4,12,7,-6,5,18,-11,-6
Cc1onc(-c2ccccc2)c1C(N)=O,0,1,1,-3,-9,-15,3,-6,-1,-7
O=C(C1=C[C@H](c2ccccc2)C[C@H](OCCCCO)O1)N1CCOCC1,0,5,-2,-2,-3,21,5,5,-4,14
COc1ccc([N+](=O)[O-])cc1N(CC(=O)Nc1ccccc1C(=O)NC(C)C)S(C)(=O)=O,1,3,0,-4,1,3,-2,0,-5,3
COc1ccc(C(F)(F)F)cc1NC(=O)c1nc2nc(C)cc(C(F)F)n2n1,0,-1,-1,7,18,-9,0,7,2,17
CN(C)CCN1C(=O)C(=O)/C(=C(/O)c2ccc3c(c2)OCCO3)C1c1ccccn1 (stereo unspecified),-2,1,-6,1,-30,-13,-2,5,-1,-7
O=c1c2ccccc2ncn1-c1cccc(Cl)c1,3,-1,-8,-2,-2,-16,0,6,-1,-6
COc1ccc(C)cc1-n1ccn(CC(=O)Nc2ccc(Br)cc2F)c(=O)c1=O,-1,.,-1,-7,33,.,4,-4,.,-7
